# KOR beta-arrestin-1 – KOR agonists, beta-arrestin recruitment, primary screen, cell-based, luminescence, uHTS (AID 1777). KOR beta-arrestin recruitment, luminescence; higher % means a stronger effect. 280,000 compounds, 0.02% hits. activation, % at 10 µM; hits with a dose series show EC50 in µM; in the data active = activation above about 50%, passing the limit was not always enough; also: a part of the inactive calls stands beside numbers as strong as those of hits
# GPR55 beta-arrestin – selective activators of receptor GPR55 – imaging, U2OS cells, beta-arrestin-GFP redistribution, primary screen (AID 1961) | U2OS GPR55 beta-arrestin-GFP redistribution imaging; higher % means a stronger effect | activation, % at 10 µM, or EC50 in µM where a hit was titrated | 290,000 compounds, 0.048% hits;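 active = activation above 40% with more than 50 cells counted in the well; inconclusive = wells holding fewer than 50 cells, flagged as toxic or sparse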;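 also: U2OS osteosarcoma cells stably expressing GPR55 and beta-arrestin-GFP; plate controls were DMSO negative control for no effect and LPI positive control for full effect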
# UTI89 phage lysis – inhibition of K1F phage lysis, E. coli UTI89, bacterial capsule biogenesis inhibitors, alamar blue (AID 488966); E. coli UTI89 K1F phage lysis, alamar blue, 2 h; higher % means a stronger effect; one-dose inhibition, % at 100 µM; IC50 in µM for titrated hits; 340,000 compounds, 0.02% hits;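 active = phage lysis inhibition, versus mean bacterial control, above a set limit; inconclusive = no clear call, values can overlap the other calls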;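 also: capsule biogenesis inhibitors block K1F phage lysis so surviving cells raise fluorescence; higher fluorescence means more inhibition of phage lysis; actives were called in the ten point dose series up to 300 µM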
# GPR55 antagonists – GPR55 antagonists blocking LPI-driven arrestin recruitment, primary screen, imaging, U2OS, beta-arrestin-GFP, LPI agonist (AID 2013). inhibition, % at 10 µM, or IC50 in µM where a hit was titrated. 290,000 compounds, 0.13% hits. U2OS GPR55 beta-arrestin-GFP translocation imaging, LPI antagonism; higher % means a stronger effect;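 active = spots per cell inhibited over 60%, with over 100 cells counted and total cytoplasm intensity under 500,000; inconclusive = wells with under 100 cells, flagged as likely toxic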;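 also: U2OS cells stably carrying GPR55 and arrestin-GFP stimulated by 5 µM LPI near EC80; imaged beta-arrestin-GFP aggregate spots per cell after agonist stimulation; plate controls were LPI-stimulated DMSO wells for no effect and DMSO wells without LPI for full effect; some results filed as inactive read as strong as hits; confirmed hits need IC50 under 10 µM and bright autofluorescent wells are also inconclusive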
# NOD1 NF-kB reporter – inhibition of NOD1-driven NF-kB reporter – cell-based, luminescence, uHTS, primary screen (AID 1578); NOD1-driven NF-kB luciferase reporter cells, luminescence; higher % means a stronger effect; inhibition, % at 4 µM; hits with a dose series show EC50 in µM; 290,000 compounds, 1% hits; in the data active = inhibition mostly above about 36%, no sharp cut-off; inactive = mostly below about 34%;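 also: HEK-293T reporter cells stimulated with the NOD1 agonist gamma-tri-DAP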
# NTR1 ag – NTR1-driven beta-arrestin-GFP spot formation – imaging, U2OS cells, high content, primary screen (AID 493036) | P30989 | agonist mode | activation, % at 20 µM | 330,000 compounds, 0.17% hits;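 active = activation at or above 40% of the spot to cytoplasm intensity ratio, with at least 20 cells analyzed; inconclusive = wells under 20 cells, flagged as cytotoxic or low count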;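 also: 0% = DMSO without peptide and 100% = 100 nM NTR1 peptide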
# Target sequence (P30989 whole entry, looked up): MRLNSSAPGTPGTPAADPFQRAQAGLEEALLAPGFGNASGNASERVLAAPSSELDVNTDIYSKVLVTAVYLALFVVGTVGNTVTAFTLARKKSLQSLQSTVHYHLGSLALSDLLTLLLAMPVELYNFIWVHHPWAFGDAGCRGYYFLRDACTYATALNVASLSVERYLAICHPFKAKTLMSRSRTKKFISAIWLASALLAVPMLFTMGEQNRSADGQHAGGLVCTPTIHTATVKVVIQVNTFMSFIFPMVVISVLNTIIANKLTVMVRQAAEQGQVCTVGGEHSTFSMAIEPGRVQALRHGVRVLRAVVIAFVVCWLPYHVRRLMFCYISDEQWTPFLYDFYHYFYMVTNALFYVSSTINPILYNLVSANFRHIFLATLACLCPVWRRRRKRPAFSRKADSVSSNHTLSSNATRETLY
# Rac1 GTP hydrolysis – MgcRacGAP GTPase-activating activity inhibitors, confirmation, biochemical, ADP Hunter fluorescence | MgcRacGAP-stimulated Rac1 GTP hydrolysis, ADP Hunter fluorescence; higher % means a stronger effect; GST-tagged Rac1 F28L mutant substrate | one-dose inhibition, % at 30 µM; IC50 in µM for titrated hits | 340,000 compounds, 0.6% hits | AID 624330;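 active = first-screen hits whose inhibition reached a set limit at any dose in the follow-up dose series; inconclusive = inhibition above the set first-screen limit but never retested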;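 also: fluorescence reports GDP produced by GAP-driven GTP hydrolysis; strong numbers were not always called active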
# KOR beta-arrestin-2 – KOR antagonists, beta-arrestin recruitment, cell-based, luminescence, uHTS (AID 1778); KOR beta-arrestin recruitment, luminescence, antagonist mode; higher % means a stronger effect; one-dose inhibition, % at 10 µM; IC50 in µM for titrated hits; 290,000 compounds, 0.091% hits; in the data active = inhibition above about 50%; also: strong numbers were not always called active
# GPR35 antagonists – GPR35 antagonists blocking zaprinast-driven arrestin recruitment, primary screen, imaging, U2OS, beta-arrestin-GFP, zaprinast agonist (AID 2058). U2OS GPR35 beta-arrestin-GFP translocation imaging, zaprinast antagonism; higher % means a stronger effect. inhibition, % at 10 µM, or IC50 in µM where a hit was titrated. 290,000 compounds, 0.052% hits;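 active = inhibition of at least 50% with at least 30 cells and total cytoplasm GFP at most 10,000,000; inconclusive = under 30 cells or total GFP of 10,000,000 plus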
# NTR1 ag cell count 20 µM – further read-out of NTR1 ag, marked with its call; cell count; measured here: cell count, cytotoxicity flag
# The depositor's hits bear a star; ? = inconclusive; / = not tested or not shown; [ ] = dose if it differs, or a comment.
Molecule,GPR35 antagonists,GPR55 antagonists,UTI89 phage lysis,GPR55 beta-arrestin,NTR1 ag cell count 20 µM,KOR beta-arrestin-1,Rac1 GTP hydrolysis,NTR1 ag,KOR beta-arrestin-2,NOD1 NF-kB reporter
COc1cccc(N2CCN(C(=O)c3cc4cc(Cl)ccc4[nH]3)CC2)c1,1.1%,-7.1%,0.7%[50 µM],0.0%,82,-6.0%,11.8%,7.0,-6.4%,-4.9%
COc1cccc(OC)c1C(=O)N1CCN(Cc2ccccc2C)CC1,2.0%,12.4%,0.8%[50 µM],-0.1%,59,-2.1%,?,0.7,-7.0%,-15.1%
COC(=O)c1ccc(COC(=O)c2nn(C)c(=O)c3ccccc23)cc1,-4.0%,3.7%,-0.3%,-0.2%,44,1.9%,4.3%,1.6,12.9%,-44.0%
CC(C)(C)c1cc(NC(=O)c2cccc(S(=O)(=O)N3CCOCC3)c2)no1,2.8%,-0.1%,-6.6%,-0.3%,43,0.3%,4.5%,-0.3,-4.9%,-14.6%
Cc1nc2cc(NC(=O)N3c4ccccc4CC3C)ccc2o1 (stereo not given),-3.3%,3.3%,1.5%,-0.2%,43,-3.3%,14.8%,0.4,3.8%,-41.8%
Nc1nnnn1/N=C/c1ccccc1,2.5%,8.9%,1.4%[50 µM],0.0%,105,-4.1%,1.3%,-0.2,11.4%,-4.0%
O=C(Nc1cc(N2CCCCC2)ncn1)c1ccc(F)cc1,-13.6%,-1.9%,0.3%,-0.1%,79,-0.2%,14.8%,3.3,-29.0%[20 µM],-32.1%
CCN(CC(=O)Nc1ccc2c(c1)OCCO2)C(=O)c1cccc(S(=O)(=O)N2CCOCC2)c1,1.0%,13.9%,-0.3%,-0.1%,77,1.4%,-2.1%,0.1,-25.3%,-6.5%
CCOC(=O)C1(Cc2cccc(Cl)c2)CCCN(C(=O)c2cc(C)[nH]n2)C1 (stereo not given),-6.6%,12.8%,1.8%[50 µM],0.2%,60,-1.2%,5.5%,1.5,-8.0%,-22.7%
COc1ccc(C(=O)NC2CC(C)(C)Cc3occc32)cc1 (stereo not given),6.1%,-4.6%,0.3%[50 µM],-0.1%,61,-2.5%,6.6%,0.2,-4.2%,12.4%
CC(=O)Nc1ccc(C(=O)N/N=C/c2ccccc2OCc2ccccc2)cc1,1.5%,12.0%,0.9%,0.2%,33,-2.0%,9.6%,3.4,0.0%,-22.3%
O=C(Nc1ccc2snnc2c1)N1CCN(c2ccccc2)CC1,-2.9%,1.2%,-0.2%,0.3%,91,2.8%,4.8%,-2.0,-1.8%,19.1%
Cc1nc(-c2ccccn2)nc(N2CCOCC2)c1Cl,-4.5%,-9.3%,5.4%,-0.2%,53,1.8%,9.3%,0.5,/,-8.0%
COc1ccc(S(=O)(=O)N(C)CC(=O)NCc2cccnc2)cc1C,-1.0%,-11.2%,2.7%,-0.1%,54,-1.9%,5.2%,-0.1,12.3%,-10.2%
CCOC(=O)c1c(O)c2ccccc2n(CC)c1=O,-5.4%,13.0%,-1.5%,-0.4%,57,-6.3%,-1.6%,0.1,-3.2%,-23.9%
C[C@H](NC(=O)c1ccco1)C(=O)Nc1ccc2c(c1)OCO2,5.4%,2.0%,-0.2%,-0.2%,41,-2.6%,3.0%,-1.3,0.9%,-20.8%
COc1ccc([N+](=O)[O-])c(OC)c1C(=O)NC(=O)Nc1nc(C)nc(C)n1,12.0%,10.9%,-0.6%[50 µM],-0.1%,64,0.6%,6.1%,2.4,15.5%,-23.7%
CCOc1ccc(NC(=O)N2CCC(NC(=O)c3ccco3)CC2)cc1,21.5%,3.0%,1.2%,-0.1%,97,2.8%,4.9%,-1.9,-14.4%,-29.0%
COc1ccc2c(C)cc3n[nH]c(=S)n3c2c1,4.6%,10.8%,-1.5%[50 µM],-0.2%,50,0.8%,20.7µM*,0.6,4.7%,24.6%
COc1ccc(N2CCN(CC(O)COCCOc3ccc(Br)cc3)CC2)cc1 (stereo not given),-0.6%,0.6%,-2.8%,-0.3%,55,4.1%,5.0%,0.9,-12.6%,0.3%
O=C(C1CCCN(S(=O)(=O)c2cccc3nsnc23)C1)N1CCc2ccccc2C1 (stereo not given),-2.4%,2.3%,4.2%,-0.1%,52,4.6%,8.4%,-0.1,-15.0%,-11.2%
CCCc1cc(=O)oc2cc(OCC(=O)NCCCN3CCOCC3)c(Cl)cc12,-14.3%,3.5%,0.3%,0.3%,63,4.6%,6.0%,1.6,-16.9%,-20.9%
N#CCN1CCC(c2cc(-c3ccco3)n[nH]2)CC1,-0.8%,-11.6%,/,-0.1%,100,0.5%,/,-0.4,3.9%,-31.6%
c1ccc2nc3c(nc2c1)OCC1CCCCN31 (stereo not given),4.7%,3.6%,0.1%,0.4%,69,4.7%,-3.1%,-0.3,-1.4%,1.3%
CC(C)NC(=O)CSc1nc2ccccc2n1CC(=O)N(C(C)C)C(C)C,6.1%,18.1%,0.7%,-0.3%,/,/,5.7%,/,/,-13.1%
O=C(CCC(=O)N1CCCC1)Nc1ccc([N+](=O)[O-])cc1,-0.3%,-4.2%,0.4%,-0.1%,85,0.7%,-8.4%,0.6,-36.3%[20 µM],-14.5%
C=CS(=O)c1sc(Cl)c(N2CCOCC2)c1[N+](=O)[O-] (stereo not given),25.9%,0.4%,/,1.0%,95,-1.5%,/,28.8,22.3%,14.7%
COc1cccc(-n2c(SCc3c(C)noc3C)nnc2-c2cccc(S(=O)(=O)N(C)C)c2)c1,15.9%,4.9%,3.8%,-0.1%,75,0.6%,8.7%,5.2,-9.9%,-31.9%
Cc1ccc(S(=O)(=O)N2CCN(c3ccc([N+](=O)[O-])cn3)CC2)cc1,0.2%,8.3%,0.2%,-0.2%,42,-0.1%,13.1%,-1.3,2.1%,-9.1%
NS(=O)(=O)c1ccc(CCNC(=O)COC(=O)/C=C/c2ccc(Cl)cc2)cc1,14.0%,6.1%,-0.7%,-0.3%,41,4.5%,-2.2%,-1.2,-18.0%,-11.2%
O=C(C1CCN(S(=O)(=O)c2cccc3nonc23)CC1)N1CCCCC1,-9.2%,-1.8%,-0.1%,-0.2%,45,-1.2%,3.7%,-1.2,3.0%,2.2%
CSc1ccc(CN2CCC(Oc3cccc(C(=O)N4CCCC4)c3)CC2)cc1,2.1%,14.3%,0.5%[50 µM],0.0%,66,1.8%,6.8%,0.7,7.1%,4.2%
CCCCN(C(=O)NC(=O)Nc1cccc(C)c1C)S(C)(=O)=O,-7.6%,4.8%,0.1%,0.0%,41,-2.9%,7.9%,10.1,-5.7%,-13.6%
C(=N\n1cnnc1)/c1ccc(OC2CSC2)cc1,-2.7%,-5.7%,2.0%,-0.3%,43,-3.5%,-3.0%,0.8,-0.9%,-15.7%
CCOC(=O)COc1ccc2c(c1)c(C(=O)OCC)c(C)n2CC,7.3%,16.0%,-0.3%[50 µM],-0.1%,51,-2.2%,7.0%,4.1,-30.3%,-12.0%
O=C(COc1ccccc1)NCC(=O)NC1CCCCC1,1.1%,2.4%,0.1%,-0.2%,56,-2.9%,5.5%,0.8,-0.3%,-43.8%
O=C(CCCN1C(=O)/C(=C/c2ccccc2Cl)SC1=S)N1CCCC1,-14.3%,-12.1%,0.3%,-0.2%,66,0.7%,11.6%,7.0,24.2%,18.8%
Fc1ccc(N2CCN(C3CCC(c4ccccc4)CC3)CC2)cc1 (stereo not given),-0.9%,29.4%,-0.8%,-0.1%,71,-3.3%,0.4%,1.2,0.2%,-23.6%
Fc1cc2[nH]c(=S)[nH]c2cc1Cl,14.7%,0.1%,0.0%,-0.1%,58,3.2%,17.3%,0.8,2.8%,8.1%
COc1ccccc1CNC(=O)[C@H](C)NC(=O)C1CCN(C(=O)[C@@H]2CCCN2C(=O)OC(C)(C)C)CC1,-7.4%,5.8%,6.3%,-0.1%,102,-5.6%,3.0%,1.9,2.7%[20 µM],-16.0%
COc1cc(OC)cc(C(=O)NCC2CCCN(C(=O)c3csc(C(C)C)n3)C2)c1 (stereo not given),-2.7%,0.5%,0.1%,-0.1%,62,-3.3%,8.2%,0.3,-9.0%,-39.5%
Clc1ccc(NC2=NCCCCC2)cc1,8.5%,14.0%,0.1%,-0.1%,33,-6.1%,9.5%,-1.0,41.4%,7.8%
CC(C)(C)c1nn(-c2ccccc2)c2[nH]c(=O)c(CNCc3ccc4c(c3)OCO4)cc12,2.7%,2.67µM*,2.9%,0.0%,34,5.1%,0.0%,3.7,-51.4%,9.6%
CC1CC(Nc2ccccc2N)=CC(=O)O1 (stereo not given),-3.5%,-6.1%,0.2%,-0.1%,34,-5.0%,10.7%,-0.5,-29.9%,-20.3%

# Single records, as listed above.
# C(=N\n1cnnc1)/c1ccc(OC2CSC2)cc1 as listed: GPR35 antagonists = -2.7%; GPR55 antagonists = -5.7%; UTI89 phage lysis = 2.0%; GPR55 beta-arrestin = -0.3%; NTR1 ag cell count 20 µM = 43; KOR beta-arrestin-1 = -3.5%; Rac1 GTP hydrolysis = -3.0%; NTR1 ag = 0.8; KOR beta-arrestin-2 = -0.9%; NOD1 NF-kB reporter = -15.7%
# CC1CC(Nc2ccccc2N)=CC(=O)O1 (stereo not given) as listed: GPR35 antagonists = -3.5%; GPR55 antagonists = -6.1%; UTI89 phage lysis = 0.2%; GPR55 beta-arrestin = -0.1%; NTR1 ag cell count 20 µM = 34; KOR beta-arrestin-1 = -5.0%; Rac1 GTP hydrolysis = 10.7%; NTR1 ag = -0.5; KOR beta-arrestin-2 = -29.9%; NOD1 NF-kB reporter = -20.3%
# O=C(COc1ccccc1)NCC(=O)NC1CCCCC1 as listed: GPR35 antagonists = 1.1%; GPR55 antagonists = 2.4%; UTI89 phage lysis = 0.1%; GPR55 beta-arrestin = -0.2%; NTR1 ag cell count 20 µM = 56; KOR beta-arrestin-1 = -2.9%; Rac1 GTP hydrolysis = 5.5%; NTR1 ag = 0.8; KOR beta-arrestin-2 = -0.3%; NOD1 NF-kB reporter = -43.8%

# Compound activity deposited in PubChem BioAssay by several laboratories.

# Some of the compounds tested. The share of hits here may be higher or lower than overall.
